M1 agonist: agonists of M1 muscarinic receptor. B-score at 10 µM. hit rate 3% among 64,000. CHO-M1 cells, Fluo-4 calcium fluorescence, agonist mode; active compounds read high;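 active means fluorescence rise, raw or as B-score row- and column-corrected plate score, outside the 99.7% band of its plate's samples, either direction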
NADH enzymes: blocks coupling enzymes of NAD/NADH assays; hit rate 0.02% among 65,000; IC50, µM (titrated, usually from 10 µM), for the others: at the highest dose inhibition; coupled PK/LDH NADH assays, four targets;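 active means single-dose screening hits from any of four coupled enzyme assays that gave an IC50 when retested across doses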;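 further: the DPM-DC format reads NADH fluorescence rather than 340 nm absorbance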
TNAP act mid DEA: activates human TNAP at intermediate phosphate acceptor concentration; P05186; 64,000 tested, under 10 active; activation factor at 20 µM; purified TNAP, CDP-star luminescence, 100 mM DEA, 30 min; active compounds read high; scale: 0 levamisole-inhibited, 1 vehicle-only enzyme;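 active means activation factor of at least 2 at 20 µM, relative to controls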
Target sequence (P05186 whole entry, looked up): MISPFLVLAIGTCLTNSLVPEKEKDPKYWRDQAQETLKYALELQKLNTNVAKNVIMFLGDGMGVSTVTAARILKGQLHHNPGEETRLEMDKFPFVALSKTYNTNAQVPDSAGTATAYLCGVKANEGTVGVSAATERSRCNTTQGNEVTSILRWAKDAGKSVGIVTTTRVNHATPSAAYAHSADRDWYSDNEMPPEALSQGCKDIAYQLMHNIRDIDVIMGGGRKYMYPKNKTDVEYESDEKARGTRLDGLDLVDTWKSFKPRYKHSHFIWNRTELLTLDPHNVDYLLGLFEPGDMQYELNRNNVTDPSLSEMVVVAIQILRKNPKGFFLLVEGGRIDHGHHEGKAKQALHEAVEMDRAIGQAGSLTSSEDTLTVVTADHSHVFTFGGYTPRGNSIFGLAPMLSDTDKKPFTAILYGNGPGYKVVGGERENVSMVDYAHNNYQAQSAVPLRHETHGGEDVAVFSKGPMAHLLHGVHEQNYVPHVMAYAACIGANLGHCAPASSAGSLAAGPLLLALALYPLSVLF
M1 antag: M1 muscarinic receptor (rat) antagonism; hit rate 3.4% among 64,000; B-score at 10 µM; CHO-M1 cells, Fluo-4 calcium, ACh EC80 antagonist mode; active compounds read low; P08482;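 active means calcium fluorescence response, raw or row-and-column corrected B-score, differing from the plate sample mean either way at a set confidence level, mostly lower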
Target sequence (P08482 whole entry, looked up): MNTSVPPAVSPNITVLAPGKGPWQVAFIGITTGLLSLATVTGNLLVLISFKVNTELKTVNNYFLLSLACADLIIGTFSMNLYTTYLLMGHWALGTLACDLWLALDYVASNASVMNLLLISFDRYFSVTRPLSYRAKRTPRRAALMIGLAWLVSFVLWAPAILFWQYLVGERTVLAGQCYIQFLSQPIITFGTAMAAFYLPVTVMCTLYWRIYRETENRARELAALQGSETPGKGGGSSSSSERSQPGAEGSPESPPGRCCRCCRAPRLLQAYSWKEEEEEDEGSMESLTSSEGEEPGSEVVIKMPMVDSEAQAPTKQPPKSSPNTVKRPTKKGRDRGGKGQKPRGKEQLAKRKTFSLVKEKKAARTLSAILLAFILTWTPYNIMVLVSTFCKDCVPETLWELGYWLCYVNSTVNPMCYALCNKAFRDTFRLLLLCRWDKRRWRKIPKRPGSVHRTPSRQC
Autofluor 339: intrinsic fluorescence of library compounds, ex339/em460 – biochemical, MLSMR library, data from DPM-DC assay, artefact control, profiling panel; compound autofluorescence, ex339/em460 nm, NADH buffer; active compounds read high; 1 = no-compound wells, NADH background; hit rate 5.5% among 65,000; fluorescence fold increase at 10 µM;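 active means at 10 µM, mean starting fluorescence two-fold or more over control wells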;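 further: signal is the first read of a kinetic run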
RORa activator: RORA (human) activation; activation, % at 10 µM; P35398; hit rate 1.5% among 65,000; AID 560; CHO-K1 Gal4-RORA LBD luciferase reporter, luminescence; percent increase over mock-subtracted basal signal;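 active means activation above the mean of all tested compounds plus 3 SD, cut at about 49% in these data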;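 further: 0% = DMSO-treated RORA cells and 100% = added signal equal to DMSO minus mock-transfected cells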
tolC growth inh: blocks growth of E. coli BW25113 tolC mutant | OD615 | growth inhibition, % at 10 µM (by protocol) | hit rate 2.2% among 65,000 | AID 573;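 active means growth inhibition at or above a cutoff equal to the mean over every tested compound plus 3 SD, cut at about 60% in these data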;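 further: growth measured after 20 h incubation at 37 °C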
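Test system: E. coli BW25113 ΔtolC::kan bacteria; incubation: 37 °C, 20 h exposure; medium: LB broth supplemented with 50 µg/mL kanamycin; read-out basis: percent growth inhibition; signal: A615 absorbance measurement; compound: 10 µM final, single dose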
E coli RNAP: inhibitors of Escherichia coli RNA polymerase; E. coli RNA polymerase, fluorescence transcription assay; inhibition, %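 (tested at 10 µM)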; hit rate 0.2% among 62,000; AID 559; in the data active means inhibition above about 20%;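 further: 0% = enzyme without compound and 100% = no enzyme blank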
SF1 activator: activates the human nuclear receptor SF-1. Q13285. CHO-K1 Gal4-SF-1 LBD luciferase reporter; % increase over DMSO SF-1-specific signal. activation, % at 10 µM. hit rate 1.9% among 65,000. AID 522;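 active means activation above the mean activation of all tested compounds plus 3 SD, cut at about 50% in these data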
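Compound – one dose, 10 µM compound, 1% DMSO · Test system – transient Gal4-SF-1 LBD reporter, CHO-K1 · Input – 4,000 cells in each well · Read-out basis – percent activation relative to DMSO median and mock-transfected background · Replicates – single measurement per compound · Technique – steady-glow luciferase luminescence, read after 15 min reagent incubation · Timing – 20 h compound treatment, 37 °C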
* = called active by the depositor; . = no result given; [ ] = dose if it differs, or a comment.

1	Cc1ccc(OCCNC(=O)c2ccco2)cc1C
2	CC1CCN(S(=O)(=O)c2cccc(C(=O)Nc3ccccn3)c2)CC1
3	CCN1C(=O)c2cccc3c(N)ccc1c23
4	CC(n1cnnn1)C12CC3CC(CC(C3)C1)C2 (stereo not drawn)
5	O=C(NCCN1CCOCC1)c1csc2c1CCCCC2
6	CC(=O)N1CCc2cc(S(=O)(=O)NC(C(=O)Nc3ccc4c(c3)OCCO4)C(C)C)ccc21 (stereo not drawn)
assay / entry	1	2	3	4	5	6
M1 agonist	1.1	-0.62	-1	-0.51	0.0021	0.023
NADH enzymes	3%	2%	1%	3%	11%	4%
TNAP act mid DEA	1	0.8	0.8	0.9	0.9	0.9
M1 antag	0.72	-0.64	-0.1	-1	-0.42	0.087
Autofluor 339	1.1	1	1.2	1.1	1.1	1.1
RORa activator	19	5	-26	-19	2	-5
tolC growth inh	23	32	3	4	-13	-23
E coli RNAP	0	9	4	-2	4	1
SF1 activator	-8	-11	15	-13	0	0

7	COc1ccc(OC)c(NC(=O)C2CCN(c3ncccn3)CC2)c1
8	CCOc1ccc(OCC)c(NC(=O)C2CCCN(S(=O)(=O)c3c(C)noc3C)C2)c1 (stereo not drawn)
9	CCOC(=O)CSc1cc(=O)n(C)c2cc(Cl)ccc12
10	COC(=O)c1nc2n(n1)C(c1ccc(OC)c(OC)c1)C(C(=O)OC1CCCCC1)=C(C)N2 (stereo not drawn)
11	CC(=O)c1c(C)[nH]c(C(=O)OCC(=O)NCCc2ccc(F)cc2)c1C
12	Fc1ccc2c(c1)[C@H]1OCC[C@H]1[C@@H](c1ccco1)N2
assay / entry	7	8	9	10	11	12
M1 agonist	-0.55	-1.1	-1.3	1.2	1.1	-0.7
NADH enzymes	4%	8%	16%	1%	2%	12%
TNAP act mid DEA	1	1	1	0.9	0.9	.
M1 antag	0.35	-0.084	0.024	-0.13	-1	-0.069
Autofluor 339	1.3	1.1	0.93	1	1.1	2.7*
RORa activator	-3	-8	0	-8	-2	21
tolC growth inh	-17	-8	-9	-2	15	4
E coli RNAP	-1	7	7	8	2	.
SF1 activator	-6	8	-10	-8	-3	21

13	CN(Cc1cccc(F)c1)C(=O)c1ccc(S(=O)(=O)C(F)F)cc1
14	COc1ccc(-n2c(SC3CCOC3=O)nc3ccccc3c2=O)cc1OC (stereo not drawn)
15	COc1ccc(C)cc1NC(=O)CSc1nnc(-c2ccc(Br)cc2)o1
16	O=C(Nc1cccc(Cl)c1)NC1CCCCC1
17	CCCCOc1ccc(NC(=O)Cn2c(=O)ccc3c(C)cc(C)nc32)cc1
18	COc1ccc(N2CCN(c3nc4c(c(=O)[nH]c(=O)n4C)n3CCCc3ccccc3)CC2)cc1
assay / entry	13	14	15	16	17	18
M1 agonist	-0.25	-0.34	-0.5	-1.8	0.011	0.32
NADH enzymes	5%	6%	0%	5%	3%	2%
TNAP act mid DEA	1	0.9	1	1	0.9	0.9
M1 antag	1.1	-0.085	0.62	-2.2*	0.29	-0.23
Autofluor 339	1.1	1.1	1.1	1	1	1
RORa activator	4	-28	8	54*	9	3
tolC growth inh	-4	-1	10	34	-2	2
E coli RNAP	5	4	9	6	6	17
SF1 activator	-1	-9	-1	59*	-5	2

19	Cn1ncc(C#N)c1/N=C/N1CCCCC1
20	Cc1noc(C)c1C(=O)OCC(=O)NC(=O)NC12CC3CC(CC(C3)C1)C2
21	Nc1c(S(=O)(=O)c2cccs2)c2nc3ccccc3nc2n1/N=C/c1cccc(O)c1
22	CCn1cc(C2=NOC(C(=O)Nc3cccc(C(C)=O)c3)C2)c(C)n1 (stereo not drawn)
23	CN(C(=O)c1ccccc1Cl)C1CCCCC1
24	COc1ccc(C)cc1NC(=O)CN(C)S(=O)(=O)c1cccs1
assay / entry	19	20	21	22	23	24
M1 agonist	.	0.56	1	0.1	1.1	-0.4
NADH enzymes	2%	9%	2%[fluoresces]	2%	2%	0%
TNAP act mid DEA	0.9	0.8	0.9	1	0.9	0.9
M1 antag	.	-0.15	-14*	-0.074	0.43	-0.79
Autofluor 339	1.1	1.1	4*	1.1	1.1	1
RORa activator	1	-17	-14	-28	10	-14
tolC growth inh	-23	59	-7	-10	9	-9
E coli RNAP	-2	2	-3	0	7	0
SF1 activator	18	1	-5	5	-6	-7

25	CCC(C)NS(=O)(=O)c1ccc(OCC(=O)NCc2cccnc2)cc1 (stereo not drawn)
26	CC(=O)c1c(C)n(-c2ccccc2)c2ccc(O)cc12
27	CCOC(=O)CNC(=O)CSc1nc2ncc(Br)cc2[nH]1
28	COc1ccc(-c2cc(-c3cccs3)c(C#N)c(SCC(=O)NCc3ccco3)n2)cc1
29	Cn1c(=O)oc2cc(S(=O)(=O)N3CCC(C(=O)NCC4COc5ccccc5O4)CC3)ccc21 (stereo not drawn)
30	CCn1c(C)c(C(C)=O)c(N2CCCC2)nc1=S
assay / entry	25	26	27	28	29	30
M1 agonist	-1.6	-0.57	0.81	-0.57	-0.23	0.17
NADH enzymes	8%	2%	6%	10%	3%	11%
TNAP act mid DEA	0.9	0.9	0.8	0.9	0.9	0.9
M1 antag	1.1	0	1.4	-0.15	0.65	-0.083
Autofluor 339	1	1.1	1.1	2.5*	1.1	1.1
RORa activator	8	-6	-22	11	8	1
tolC growth inh	-11	20	-18	5	-12	-18
E coli RNAP	8	11	4	2	4	10
SF1 activator	22	9	2	-8	-13	-12

31	COCCNC(=O)c1ccc(Cn2c(=S)[nH]c3cc4c(cc3c2=O)OCO4)cc1
32	CCOc1ccc(Nc2nc(Cc3nnc(SCC(=O)NCC4CCCO4)n3C)cs2)cc1 (stereo not drawn)
33	N#Cc1c(NC(=O)CSc2nnnn2C2CCCC2)sc2c1CCCC2
34	Cc1cc(C(=O)CSc2nncs2)c(C)n1-c1c(C)n(C)n(-c2ccccc2)c1=O
35	N#Cc1c2c(c(NCCN3CCOCC3)n3c1nc1ccccc13)CCCC2
36	N=c1c(C(=O)NC2CCCC2)cc2c(=O)n3ccccc3nc2n1CCN1CCOCC1
assay / entry	31	32	33	34	35	36
M1 agonist	1.5	-0.82	-0.23	-2.4	2	-0.0029
NADH enzymes	7%	7%	4%	3%	9%	5%[fluoresces]
TNAP act mid DEA	0.9	1	0.9	0.9	1.1	0.9
M1 antag	-0.0081	-0.4	-0.13	-9.1*	-0.0093	-2
Autofluor 339	1	1.1	1.1	1	1.8	1.9
RORa activator	-3	3	11	-8	-22	9
tolC growth inh	-6	-8	-2	-5	-23	-32
E coli RNAP	-2	8	4	0	10	-40
SF1 activator	4	-8	-12	10	-3	-6

37	O=C(O)[C@@H]1CCCN1c1ncnc2sc3c(c12)CCC3
38	CCc1nnc(NC(=O)OCc2ccccc2)s1
39	CN1CCN(Cc2c(O)ccc3c(=O)c(Oc4ccccc4Cl)c(C(F)(F)F)oc23)CC1
40	Cc1cccc(OCC(=O)Nc2ccc3c(c2)nc(CCN2CCN(C)CC2)n3C)c1
41	O=C(NCc1ccco1)c1cc(-c2ccncc2)nc2ccccc12
42	CC(=O)Nc1ccc(S(=O)(=O)N(C)CC(=O)NC2=NCCS2)cc1
assay / entry	37	38	39	40	41	42
M1 agonist	0.16	0.58	-1.3	-0.019	-1.1	1.1
NADH enzymes	4%	4%	9%	7%	2%	0%
TNAP act mid DEA	0.9	0.9	1	0.9	0.9	1
M1 antag	0.026	0.4	0.45	-0.61	-1	-0.24
Autofluor 339	1	1	1.2	1.1	1.1	1.1
RORa activator	27	12	-7	14	-24	23
tolC growth inh	8	-5	6	-13	3	-5
E coli RNAP	9	-9	2	4	2	6
SF1 activator	-13	8	-6	-3	-3	3

43	CS(=O)(=O)N(CC(=O)N1CCN(Cc2ccccc2)CC1)C1CCCCC1
44	CCOc1ccccc1N1C(=O)CC(Nc2ccc(N3CCOCC3)cc2)C1=O (stereo not drawn)
45	CCOC(=O)c1sc2nc(NC(=O)c3cccs3)sc2c1C
46	O=C(NCc1ccccc1)c1noc2c1CCCC2
47	Cc1ccc2c(c1)c1c3n2CCN(C(=O)CN2CCN(C)CC2)C3CCC1 (stereo not drawn)
48	COc1ccccc1N1CCN(Cc2ccsc2)CC1
assay / entry	43	44	45	46	47	48
M1 agonist	-0.72	-0.21	-0.5	-0.61	0.43	-0.61
NADH enzymes	8%	6%	0%[fluoresces]	6%	6%	14%
TNAP act mid DEA	1	0.9	0.9	0.9	0.9	0.9
M1 antag	0.13	0.58	-2.3	-0.076	-2.6	-0.061
Autofluor 339	1.1	1	2.1*	0.96	1.4	1
RORa activator	4	17	60*	37	12	-16
tolC growth inh	-2	3	7	-9	2	-6
E coli RNAP	-1	7	6	4	3	6
SF1 activator	-12	-6	48	12	23	5

49	O=C(CSc1nc(-c2ccc(F)cc2)cs1)N1CCN(C(=O)c2ccco2)CC1
50	CCn1c2ccccc2c2cc(C3N=C(N)Nc4nc5ccccc5n43)ccc21 (stereo not drawn)
51	CC(C)(C)C(=O)Cn1c[n+](N)cn1
52	Cc1ccc2nc(SC(C)C(=O)N3CCCC3)[nH]c2c1 (stereo not drawn)
53	CSc1ccc(-c2nnn(Cc3ccc(C)cc3)n2)cc1
54	CC(C)C(OC(=O)c1ccco1)C(=O)NC1CCCCC1 (stereo not drawn)
assay / entry	49	50	51	52	53	54
M1 agonist	0.35	-0.55	-0.028	0.14	1.4	2.2*
NADH enzymes	9%	5%	3%	4%	4%	5%
TNAP act mid DEA	0.9	0.9	0.9	0.9	0.9	0.9
M1 antag	-0.14	0.25	-0.45	-0.047	-5.4*	0.25
Autofluor 339	1	1.1	0.93	1	1.1	1
RORa activator	-20	23	-22	22	.	-29
tolC growth inh	7	6	-20	-12	36	-11
E coli RNAP	3	4	11	-10	5	6
SF1 activator	-19	18	9	28	.	2

55	Cc1nc2oc3ccccc3c(=O)c2c(=O)n1Cc1ccccc1
56	Nn1cnn(Cc2ccccc2)c1=S
57	O=c1nc(N2CCOCC2)ccn1Cc1ccc(Br)cc1
58	Cc1nnc(SCCn2c(N(C)Cc3ccccc3)nc3c2c(=O)n(C)c(=O)n3C)s1
59	CC(C)(C)n1nc2c(c1NC(=O)c1cccc(C(F)(F)F)c1)CS(=O)C2 (stereo not drawn)
60	O=C(Nc1ccc2c(c1)OCCO2)c1ccc(Cl)c(S(=O)(=O)N2CCOCC2)c1
61	CCOc1ccccc1N1CCN(C(=O)Nc2ccc(F)c(Cl)c2)CC1
assay / entry	55	56	57	58	59	60	61
M1 agonist	0.34	-0.011	0.059	0.13	-0.44	0.63	1.7
NADH enzymes	4%	8%	5%	6%	5%	1%	4%
TNAP act mid DEA	0.9	1	0.8	.	0.9	0.9	1
M1 antag	-0.58	0.27	0.33	-0.57	-0.57	-0.51	-0.43
Autofluor 339	1.1	1.1	1.1	1.1	1	1.1	1.1
RORa activator	9	-7	-16	10	-14	22	-15
tolC growth inh	-5	-16	-15	.	-19	9	96*
E coli RNAP	.	3	-1	.	5	6	6
SF1 activator	-6	-18	-7	-15	6	28	-6

In a second layout: results already given.
No. | Structure | M1 agonist | NADH enzymes | TNAP act mid DEA | M1 antag | Autofluor 339 | RORa activator | tolC growth inh | E coli RNAP | SF1 activator
55 | Cc1nc2oc3ccccc3c(=O)c2c(=O)n1Cc1ccccc1 | 0.34 | 4% | 0.9 | -0.58 | 1.1 | 9 | -5 | . | -6
56 | Nn1cnn(Cc2ccccc2)c1=S | -0.011 | 8% | 1 | 0.27 | 1.1 | -7 | -16 | 3 | -18
57 | O=c1nc(N2CCOCC2)ccn1Cc1ccc(Br)cc1 | 0.059 | 5% | 0.8 | 0.33 | 1.1 | -16 | -15 | -1 | -7
